# ERG-DNA inh – qHTS for Small Molecule Inhibitors of the ERG Ets/DNA interaction; Potency, µM (titrated, usually from 76.9 µM), for inactives: at the top dose FP activity, negative = inhibition, usual class: inhibitors; Transcriptional regulator ERG (Homo sapiens), P11308; fluorescence polarization, His-ERG Ets domain / labelled DNA; hit rate 0.028% among 370,000; active = well fitted inhibition curve with a large enough effect in the polarisation, with a control signal flat; inconclusive = small, poorly fitted or top-dose-only effect, or effect the other way, or a change in a side signal; inactive = no such curve, though single readings can be large or run the other way; the % refers to the polarisation;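 also: polarization taken with two DNA probes labelled with fluorescein and Texas red; potency is read from the fitted curve at half-maximal effect; % of control where 0% means no effect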
# Target sequence (P11308 whole entry, looked up, the tested form may be a part): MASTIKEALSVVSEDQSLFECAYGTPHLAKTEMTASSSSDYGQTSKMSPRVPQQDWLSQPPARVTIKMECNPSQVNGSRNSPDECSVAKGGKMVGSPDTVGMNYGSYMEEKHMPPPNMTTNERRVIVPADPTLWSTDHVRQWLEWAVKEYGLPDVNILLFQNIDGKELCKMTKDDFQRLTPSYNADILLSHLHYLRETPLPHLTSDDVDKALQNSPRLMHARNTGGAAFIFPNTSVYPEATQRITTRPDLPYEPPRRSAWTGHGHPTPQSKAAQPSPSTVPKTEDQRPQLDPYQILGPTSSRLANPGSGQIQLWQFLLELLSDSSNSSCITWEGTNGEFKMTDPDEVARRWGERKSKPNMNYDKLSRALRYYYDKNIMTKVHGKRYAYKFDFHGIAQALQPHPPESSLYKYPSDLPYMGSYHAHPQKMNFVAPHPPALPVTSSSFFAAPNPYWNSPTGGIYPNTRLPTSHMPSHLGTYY
#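 His-tagged ERG Ets domain (1 uM in the protein solution; 300mM KCl, 50mM Tris-HCl, 1mM EDTA, 1mM DTT, pH 7.5) received compound, then a probe mix of 5 nM fluorescein-DNA and 100nM Texas-615-DNA. Fluorescence polarization was read for both dyes.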
# Tb PGK inh – qHTS Assay to Find Inhibitors of Phosphoglycerate Kinase; hit rate 0.043% among 380,000; Potency, µM (titrated, usually from 57.5 µM), for the others: at the highest dose activity change, negative = inhibition, usual class: inhibitors; Phosphoglycerate kinase, glycosomal (Trypanosoma brucei brucei), P07378; PGK/GAPDH coupled, Kinase-Glo luminescence, 60 min; also: potency is read from the fitted curve at half-maximal effect; % is scaled to controls: 0 for no effect and ±100 for the full control effect; nearly all actives have a fitted effect of over 60% in size
#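 Recombinant glycosomal PGK reaction used 1,3-bisphosphoglycerate generated in-well by GAPDH (100nM final) in 100mM TEA pH 7.6, 5mM MgCl2, 0.01% Tween-20. After 60 minutes at room temperature, ATP was read by Kinase-Glo Plus luminescence end-point.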
# Pin1 inh – qHTS Assay to Find Inhibitors of Pin1; Potency, µM (highest dose often 115 µM), without a hit: at the top dose activity, negative = inhibition, most hits filed as inhibitors; Pin1 FP peptide displacement, HiFluor488, 10 min; Peptidyl-prolyl cis-trans isomerase NIMA-interacting 1 (Homo sapiens), Q13526; hit rate 0.009% among 390,000; active = well fitted inhibition curve with a large enough effect in the polarisation, with a control signal flat, not every such curve was filed as active; inconclusive = small, poorly fitted or top-dose-only effect, or effect the other way, or a change in a side signal; inactive = no such curve, though single readings can be large or run the other way; the % refers to the polarisation; also: potency is read from the fitted curve at half-maximal effect; % is scaled to controls: 0 for no effect and ±100 for the full control effect
# G9a inh – qHTS Assay for Inhibitors of Histone Lysine Methyltransferase G9a; G9a H3K9 monomethylation, AlphaScreen, 2 h; Histone-lysine N-methyltransferase EHMT2 (Homo sapiens), Q96KQ7; Potency, µM (series often up to 102 µM), inactives show at the top dose activity, negative = inhibition, most hits filed as inhibitors; hit rate 8.8% among 350,000; also: potency is read from the fitted curve at half-maximal effect; % is scaled to controls: 0 for no effect and ±100 for the full control effect; nearly all actives have a fitted effect of over 75% in size
# Target sequence (Q96KQ7 913-1193 limits assumed): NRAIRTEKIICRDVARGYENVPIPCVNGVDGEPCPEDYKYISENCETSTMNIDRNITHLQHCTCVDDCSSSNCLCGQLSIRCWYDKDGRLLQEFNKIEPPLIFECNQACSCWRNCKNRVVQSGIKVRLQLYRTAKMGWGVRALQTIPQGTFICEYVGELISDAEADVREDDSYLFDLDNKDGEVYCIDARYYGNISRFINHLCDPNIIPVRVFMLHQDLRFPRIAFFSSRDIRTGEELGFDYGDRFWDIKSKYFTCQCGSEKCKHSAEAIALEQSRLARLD
#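 Signal arises when biotinylated H3K9 peptide, once monomethylated, bridges streptavidin donor and antibody-captured acceptor beads. Enzyme at 20 nM was preincubated 15 min with test compounds; peptide 500 nM and SAM 20 uM then reacted for 2 h.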
# HP1b chromo inh – HTS for Inhibitors of HP1-beta Chromodomain Interactions with Methylated Histone Tails | Chromobox protein homolog 1 (Homo sapiens), P83916 | AlphaScreen HP1-beta / biotin-H3K9me3 peptide binding | Potency, µM (series often up to 114 µM), for the others: at the top dose activity change, negative = inhibition, hits mostly inhibitors | hit rate 0.56% among 390,000; also: potency is read from the fitted curve at half-maximal effect; nearly all actives have a fitted effect of over 70% in size; inactives centre near 23
# Target sequence (P83916 whole entry, looked up): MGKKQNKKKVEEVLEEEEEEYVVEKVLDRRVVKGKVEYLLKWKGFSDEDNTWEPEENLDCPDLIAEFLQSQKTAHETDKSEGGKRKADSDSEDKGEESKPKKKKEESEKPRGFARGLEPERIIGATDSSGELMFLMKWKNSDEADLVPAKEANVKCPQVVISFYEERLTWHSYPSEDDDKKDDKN
#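 Compound inhibition of the preformed complex between 50 nM HP1-beta and 50 nM biotinylated H3K9me3 peptide was read by AlphaScreen. Buffer was PBS pH 7.4 with 0.01% Tween-20. Incubations ran 30 min at room temperature, with 10 ug/mL donor/acceptor beads.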
# JMJD2A Tudor – qHTS Assay for Inhibitors of JMJD2A-Tudor Domain. Lysine-specific demethylase 4A (Homo sapiens), O75164. AlphaScreen JMJD2A-Tudor / H3K4me3 peptide binding. Potency, µM (top dose mostly 114 µM), for the others: at the top dose activity change, negative = inhibition, usual class: inhibitors. hit rate 4.4% among 390,000. AID 504339, 2011; also: potency is read from the fitted curve at half-maximal effect; % is scaled to controls: 0 for no effect and ±100 for the full control effect; nearly all actives have a fitted effect of over 50% in size
# BAZ2B inh – qHTS Assay for Inhibitors of BAZ2B; AlphaScreen BAZ2B-H3K14Ac peptide displacement; Potency, µM (top dose mostly 114 µM), for the others: at the highest dose activity change, negative = inhibition, most hits filed as inhibitors; hit rate 4.4% among 360,000; also: potency is read from the fitted curve at half-maximal effect; % is scaled to controls: 0 for no effect and ±100 for the full control effect; nearly all actives have a fitted effect of over 60% in size
#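 In this displacement format the biotinylated H3(5-23) peptide acetylated at Lys14 serves as ligand at 50 nM, with BAZ2B at 50 nM in PBS pH 7.4 containing 0.01% Tween-20. Donor and acceptor beads are 10 ug/mL final.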
# GLS inhibitor – qHTS for Inhibitors of Glutaminase (GLS); GLS enzymatic activity, qHTS titration; AID 624170, 2012; hit rate 0.21% among 410,000; Potency, µM (titrated, usually from 45.5 µM), for the others: at the highest dose activity change, negative = inhibition, hits mostly inhibitors; Glutaminase kidney isoform, mitochondrial (Homo sapiens), O94925; also: potency is read from the fitted curve at half-maximal effect; % is scaled to controls: 0 for no effect and ±100 for the full control effect
#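 Coupled fluorescence readout: glutamate oxidase/HRP/Amplex Red detect glutamate formed by hKGA from L-glutamine (1 mM solution added). Buffer 45 mM KH2PO4 pH 8.2, 0.02% Tween-20; reads at t0 and 30 min RT.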
# PI4K2A inh – qHTS for small molecular inhibitors of PI4K2A; purified PI4K2A, ADP-Glo luminescence, 1 h; stronger effect = lower value; hit rate 0.13% among 420,000; Phosphatidylinositol 4-kinase type 2-alpha (Homo sapiens), Q9BTU6; activity change, negative = inhibition, % at 76.9 µM; in the data active = activity change below about -50%; inconclusive = mostly about -30% to -49%;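 also: -100% = wells without enzyme as full effect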
#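 Compounds are screened against recombinant PI4K2A using PI as substrate and ATP, the latter dispensed at 300 microM. Reactions run one hour at ambient temperature before ADP-Glo detection; full inhibition defined by wells lacking enzyme.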
# Active calls of the source: *; i = inactive; ? = inconclusive; nt = not tested or not shown; & = joins results of further samples; [ ] = remark or other dose. Unless noted, calls follow the shape of the dose curve; as a rule, active = well fitted curve in the direction sought with a large enough effect; inconclusive = small, poorly fitted or top-dose-only effect, or another doubt; inactive = no such curve, though single readings can be large; an effect the other way counts as inactive or inconclusive. Outcome played no part in choosing rows; any-hit rate near 11%.
SMILES,ERG-DNA inh,Tb PGK inh,Pin1 inh,G9a inh,HP1b chromo inh,JMJD2A Tudor,BAZ2B inh,GLS inhibitor,PI4K2A inh
Cc1ccc(CNS(=O)(=O)c2ccc(C(C)(C)C)cc2)n1C,-4%,-3%,-4%,?,-12%,-33%,-4%,3%,2
COc1ccc([N+](=O)[O-])cc1NC(=O)C(C)OC(=O)C1CCCC1 (stereo not drawn),4%,-3%,-4%,nt,17%,-20%,-12%,6%,-1
CCOC(=O)c1ccc(NC(=O)CSc2nc3cccnc3n2C)cc1,1%,-8%,-1%,14%[59 µM],7%,-9%[11.4 µM],0%,-14%,-4
CCOCCCN(C)C1CCN(C(=O)c2oc3ccccc3c2NC(=O)COc2cccc(C)c2)CC1,6%,8%,-3%,14%,26%,-18%,?,9%,0
CN(Cc1cccc(F)c1)C(=O)CSc1nnc(C2CC2)n1C1CC1,-9%,-5%,-6%,4%[0.501 µM],36%,-4%,10%,-12%,-3
Cc1cccc(CCNC(=O)C2CCN(S(=O)(=O)c3ccccc3)CC2)c1,-7%,-6%,-4%,3%,36%,-11%,-2%,-1%,4
COc1ccc(CNC(=O)CCCC(=O)n2nc(C)c3ccccc32)cc1,-1%,6%,1%,?,29%,-11%,-6%[57.1 µM],0%,?
N#Cc1ccccc1OCC(=O)NC(N)=O,-7%,-2%,-6%,-2%[12.7 µM],-10%,-13%[11.4 µM],0%,-4%,-14
OCCOCCNc1ncnc2sc(-c3ccccc3)cc12,-3%,-4%,4%,12%,22%,11%,-20%,-16%,8
COc1cccc2c(N/N=C/c3ccc(O)c(O)c3)cc(C)nc12,24%,i,1%,35µM*,57%[activator],?,?,?,8
COc1ccc([N+](=O)[O-])cc1C(=O)Nc1ccc(Cc2ccncc2)cc1,-2%,2%,-1%,-24%,27%,1%,-27%,3%,-2
COc1ccc(NC2CCCN(C(=O)c3cc4ncccn4n3)C2)cc1 (stereo not drawn),2%,-6%,-2%,35µM*,-3%,-20%,-13%,15%,-2
COc1ccccc1CNC(=S)Nc1ccc(S(N)(=O)=O)cc1,?,-2%,-1%,0%[2.33 µM],9%,-12%,0%,0%,5
O=C(Nc1ccc(F)cc1)c1ccc2snnc2c1,5%,-7%,-6%,20%,13%,2%,6%,6%,0
O=C(NCc1ccco1)c1cnn2c(C(F)F)cc(-c3ccccc3)nc12,-4%,-6%,-4%,11%[59 µM],17%,-16%,1%,5%,-16
COc1cccc(NC(=O)Nc2cc(Cl)ccc2C)c1,-1%,1%,4%,-3%,10%,-5%,-16%,-6%,3
Cc1ccc(-c2c(C)sc(NC(=O)C3C4CCC(O4)C3C(=O)O)c2C(=O)OC(C)C)cc1 (stereo not drawn),5%,-2%,-2%,-33%[0.0925 µM],8%,?,?,-7%,2
CCOC(=O)C1CCCN(C(=O)Cn2ncc3c(=O)oc4ccc(C)cc4c32)C1 (stereo not drawn),-5%,0%,-3%,nt,21%,-15%,nt,-2%,1
O=C1CC(N2CCC(c3nc4ccccc4s3)CC2)C(=O)N1 (stereo not drawn),-11%,-4%,-3%,-4%[12.7 µM],56%,6%,0%,-19%,-1
COc1ccc(NC(=S)N2CCN(c3ccccn3)CC2)cc1,-4%,-7%,-2%,28%[59 µM],34%,-19%,-7%,20%,2
CCC(=O)Nc1ccccc1-c1nc2ccccc2n(CC(=O)c2ccc(Br)cc2)c1=O,2%,-10%,0%,-11%[59 µM],27%,-20%,-4%,1%,0
CC(C)(Cc1ccc(O)cc1)NC(=O)c1ccccc1,-4%,-4%,-4%,nt,19%,-2%,-7%,-11%,-3
CC1CCCC(C)N1C(=O)c1cc2ncc(CCCl)cn2n1 (stereo not drawn),3%,3%,1%,?,30%,-7%,0%,9%,1
COCCNC(=O)CCn1c(=O)[nH]c2cc(OC)c(OC)cc2c1=O,6%,-6%,0%,-2%[59 µM],30%,-1%,3%,1%,-2
S=C(c1ccc[nH]1)N1CCOCC1,1%,-3%,-6%,9%[59 µM],22%,-20%,7%,-4%,1
CCOCCCN(C)C1CCN(C(=O)c2oc3ccccc3c2NC(=O)Cc2cccc([N+](=O)[O-])c2)CC1,-10%,-1%,-12%,nt,29%,-24%,-14%,12%,3
CCOC(=O)CN1C(c2ccccc2O)Nc2ccc(Br)cc2C1c1ccccc1 (stereo not drawn),0%,6%,0%,-7%[59 µM],27%,-28%,-30%,-6%,3
CC(C)CC(=O)Nc1nnc(-c2ccco2)s1,nt,-4%[11.5 µM],7%,18%[59 µM],27%,-6%,-7%,-2%,5
CN(Cc1cccnc1)Cc1cn[nH]c1-c1ccc(-c2ccccc2)cc1,12%,i,-6%,nt,-10%,?,?,-12%,-3
COc1ccc(/C=N/NC(=O)c2cc[n+]([O-])cc2)cc1O,12%,i,1%,-6%,55%[activator],-10%,4%,5%,-2
C=C(C)Cn1c(SCC#N)nc2ccccc2c1=O,-4%,0%,6%,21%[59 µM],30%,6%,11%,-1%,5
Cc1c(Cl)cccc1-n1ncc(C(=O)NCCN2CCN(C)CC2)c1C1CCN(C(=O)OC(C)(C)C)CC1,5%,0%,-8%,-8%[59 µM],30%,-10%,5%[57.1 µM],1%,0
Cc1ccc(C(=O)c2cnc3ccccc3c2-c2ccccc2)cc1,-2%,-2%,11%,60%[activator],52%[activator],-1%,-3%,-5%,1
CCn1cc(C(=O)OCC(=O)N(C)C2CCS(=O)(=O)C2)c(=O)c2ccc(C)nc21 (stereo not drawn),1%,5%,-6%,49%,18%,-6%,3%,-3%,0
CCN(c1cccc(C)c1)S(=O)(=O)c1cccc2nsnc12,-7%,-2%,1%,-43%[12.7 µM],15%,-31%,-33%,-2%,1
O=C(CC(Sc1ccc(Br)cc1)C(=O)O)c1ccc(F)cc1 (stereo not drawn),6%,nt,-20%,?,57%[activator],20%,-15%,15%,-18
CC(=O)c1cccc(NC(=O)CCC2CCCC2)c1,3%,-5%,-4%,14%[12.7 µM],43%,4%,-5%,11%,4
Cc1ccc(NC(=O)CC2Oc3ccc(C)cc3NC2=O)c(C)c1 (stereo not drawn),-7%&-5%,-5%,-3%&7%,-23%,23%&30%,-3%&-6%,-18%&0%,-1%&-4%,1&2
CN(C)N1C(N)=C(C#N)C(c2ccc(F)cc2)C2=C1CCCC2=O (stereo not drawn),3%,-8%,-3%,16%,65%[activator],-14%,-4%,21%,1
CCCc1nn2c(=O)cc(CSCC(=O)Nc3nnc(CC)s3)nc2s1,-7%,-4%,22%,-4%[0.501 µM],46%[activator],-18%,-6%,1%,4
Cc1ccc(CC(=O)NCc2ccc3c(c2)OCO3)cc1,3%,-12%,-4%,-2%[59 µM],11%,-15%,4%,1%,-9
O=c1c2c3c(sc2n(CCN2CCCC2)c(=O)n1Cc1ccco1)CCCCC3,-2%,2%,16%,3%,?,79µM*,-35%,15%,-5
COc1ccc(-c2nc3ccc(NS(=O)(=O)c4ccc(Cl)cc4)cc3o2)cc1,-4%,nt,3%,-33%[59 µM],2%,-33%,-27%,-1%,3
O=C(/C=C/c1cccc(O)c1)c1ccc(N2CCOCC2)cc1,0%,3%,4%,?,7%,-31%,-35%,-5%,-1
Cc1ccc(N(C)C(=O)c2cc(S(=O)(=O)N3CCCC3)cn2C)cc1,-8%,-9%,-3%,nt,11%,-25%,30%[activator],10%,-7
O=c1[nH]c(N2CCN(c3ccccc3)CC2)nc2c1CCC2,-3%,0%,-8%,-2%[12.7 µM],17%,-8%,2%,25%,-3
COc1cccc(-c2sc3cc(OC)c(OC)cc3c2-c2ccc(OCCN3CCCCC3)cc2)c1,14%,-5%,-6%,nt,?,32µM*,nt,3%,1
CC(=N\O)/C(CN(C)C)=N/O,-23%,-5%,-1%,?,24%,79µM*,0%,39%[activator],-2
CCOc1ccc(C(=O)N2CCCC2)cc1OC,2%,-1%,?,-33%[12.7 µM],24%,-13%,4%,1%,-4
CCOc1ccc(NC(=O)CCn2c(=O)c3cccn3c3cccnc32)cc1,-1%,-2%,5%,-2%[59 µM],4%,-14%,-10%,-9%,-6
CC12CCCC[C@@H]1CCC1C2CCC2(C)C1CC[C@@]2(O)CNCCO (stereo partly drawn),11%,-3%,1%,6%,20%,-22%,-12%,8%,1
COc1cc(/C=C/C(=O)c2c(O)cc(C)oc2=O)cc(OC)c1O,30%[activator],-9%,?,45µM*,13%,-35%[57.1 µM],?,1%,-1

# From PubChem
